SIRT5 block – sirtuin-5 (human) deacylase inhibition. Q9NXA8. Purified SirT5, succinyl-peptide AMC, trypsin-coupled fluorescence. inhibition, % at 15 µM. 330,000 tested, 1.1% active; in the data active = inhibition above about 15%; inconclusive = no clear call, values can overlap the other calls
Target sequence (Q9NXA8 whole entry, looked up): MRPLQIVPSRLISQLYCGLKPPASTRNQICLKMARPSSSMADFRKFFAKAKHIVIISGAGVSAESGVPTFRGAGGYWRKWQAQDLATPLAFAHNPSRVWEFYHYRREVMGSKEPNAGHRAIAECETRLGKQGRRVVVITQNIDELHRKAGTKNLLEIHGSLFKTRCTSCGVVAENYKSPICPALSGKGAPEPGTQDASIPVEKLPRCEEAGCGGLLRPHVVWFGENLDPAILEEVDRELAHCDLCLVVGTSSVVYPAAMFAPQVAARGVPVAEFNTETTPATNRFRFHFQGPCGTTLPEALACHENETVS
ERp5 block – blocks human ERp5 reductase activity on insulin. inhibition, % at 9.99 µM. 350,000 tested, 0.05% active. ERp5 insulin aggregation, absorbance 650 nm, 90 min;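 active = mean replicate inhibition above about 25%, with every replicate also reaching it, limit read from the data, passing the limit was not always enough; inconclusive = only one of those two criteria met; inactive = neither criterion met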
Target sequence (Q15084 whole entry, looked up): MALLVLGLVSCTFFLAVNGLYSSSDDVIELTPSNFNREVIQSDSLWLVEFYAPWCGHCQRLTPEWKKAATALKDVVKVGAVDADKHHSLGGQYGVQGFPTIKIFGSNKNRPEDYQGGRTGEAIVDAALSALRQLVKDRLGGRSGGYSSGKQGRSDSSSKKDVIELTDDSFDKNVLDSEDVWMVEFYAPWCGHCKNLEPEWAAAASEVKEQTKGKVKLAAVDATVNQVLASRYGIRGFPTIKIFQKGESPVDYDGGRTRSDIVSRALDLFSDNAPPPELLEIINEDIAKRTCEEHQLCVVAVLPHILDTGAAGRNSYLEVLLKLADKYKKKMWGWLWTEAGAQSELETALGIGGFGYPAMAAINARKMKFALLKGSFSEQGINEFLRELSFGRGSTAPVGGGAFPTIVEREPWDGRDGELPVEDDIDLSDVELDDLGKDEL
esBAF inh – SWI/SNF esBAF complex inhibition; mouse ES cells, Bmi1-luciferase knock-in reporter, 24 h; 100% = twice the neutral-well signal; reporter increase, % at 12.5 µM; 350,000 tested, 2% active; AID 602393; in the data active = activation above about 40%; inconclusive = no clear call, values can overlap the other calls;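 note: 0% = median of the plate's neutral control wells and 100% = double that signal; a rise in the Bmi1 reporter signal indicates esBAF inhibition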
C2C12 statin – suppression of simvastatin myotoxicity; C2C12 myotubes + simvastatin, ATP luminescence, 48 h; scaled: DMSO 0, geranylgeraniol control 100; rescue of ATP level, % at 7.49 µM; 330,000 tested, 0.78% active; AID 602340;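 active = mean ATP rescue above about 67%, or every replicate alone reaching that limit, limit read from the data, passing the limit was not always enough; inconclusive = no clear call, values can overlap the other calls; inactive = mean under the limit and some replicate under it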;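 note: myotubes were challenged with 10 µM simvastatin during compound exposure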
miR-122 sensor – inhibitors of miR-122 in Huh7 cells; activation (reporter increase), % at 12.5 µM; AID 602342; Huh7 miR-122 Renilla luciferase sensor, 48 h; neutral wells = 0, positive control = 100; 340,000 tested, 0.3% active;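 active = mean replicate activation score at least 90 and every replicate individually at or above 90; inconclusive = only one of the two criteria met; inactive = neither criterion met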;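 note: higher luciferase means less miR-122 activity so hits act as miR-122 inhibitors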
ARNT-TACC3 inh – disrupts binding between human ARNT and TACC3; 390,000 tested, 0.66% active; AID 623870; inhibition, % at 9.99 µM; AlphaScreen His-ARNT PAS-B/GST-TACC3 binding, luminescence; TACC3 fragment carries E629A point mutation; Q9Y6A5;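 active = mean inhibition of replicates at least 50% and at least half of replicates each reaching 50%; inconclusive = half or more replicates reach 50% but mean below 50%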;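 note: 0% = complete ARNT plus TACC3 wells and 100% = ARNT alone without TACC3; many hits fall short of the cut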
Cneo AK release – causes C. neoformans cell lysis; adenylate kinase release luminescence, 4 h; normalised: neutral wells 0, clomiphene wells 100; lysis activity, % at 15 µM; 360,000 tested, 0.2% active; AID 651654;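 active = mean lysis activity across replicates of at least 80%, whatever share of replicates individually reach that level; inactive = mean lysis activity below 80%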
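Test system: log-phase Cryptococcus neoformans yeast cells; Quantity: yeast cell density of 5 × 10^6 cells/mL; Buffer or medium: YPD; Doses: single compound concentration per well; Timing: 4 h at 37 °C static, read 1 h later; Measured by: AK luminescence; Read-out basis: lysis from increased AK signal; Control set: Clomiphene as positive control.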
Active calls of the source: *; u = inconclusive; x = not tested or not shown; & = joins results of further samples; [ ] = another dose, or the depositor's remark. Hits appear at their usual frequency; overall some 4% were active at least once.

no. | Compound | SIRT5 block | ERp5 block | esBAF inh | C2C12 statin | miR-122 sensor | ARNT-TACC3 inh | Cneo AK release
1 | CCC(=O)N(C)C[C@H]1Oc2ncc(-c3cccc(OC)c3)cc2C(=O)N([C@H](C)CO)C[C@H]1C | -4 | -7 | -1 | 12 | -2[16.7 µM] | -2 | -4
2 | COc1ccc(C2=C/C(=C\c3cccc(OC(C)=O)c3)C(=O)O2)cc1 | -2 | 1 | x | x | x | 0 | x
3 | NC(=S)N=Nc1c(O)[nH]c2ccc(F)cc12 | -7 | 1 | x | x | x | 6 | x
4 | CCCOc1cccc(-c2nn(-c3ccccc3)cc2/C=C(\C#N)C(=O)NCCCn2ccnc2)c1 | -12 | 8 | x | x | -4 | 1 | 2
5 | CCNC(=O)COC(=O)c1[nH]c(C)c(C(=O)OC)c1C | 2 | -3 | 35 | -3 | -4 | -4 | 2
6 | Cc1nc(SCc2ccccc2C)n[nH]1 | x | x | 11 | 11 | -4 | -7 | -1
7 | COCc1c(CCl)cnc(C)c1O | -2 | 2 | x | x | x | -37 | x
8 | Cc1ccc2[nH]c(C)c(CCNC(=O)NC3CCCCC3)c2c1 | -1 | 0 | 6 | -6 | -8 | -2 | -3
9 | Cc1noc(C)c1NC(=O)Nc1ccc2c(c1)C(=O)N([C@H](C)CO)C[C@H](C)[C@H](CN(C)C(=O)NC1CCCCC1)OCCCC[C@@H](C)O2 | -2&-5 | 3&1 | 0&-1 | 13 | 0 | -8 | 2&-3
10 | Cc1ccccc1NC(=S)NC(=O)COc1ccccc1C | -2 | -2 | x | x | -7 | -1 | 13
11 | CNC[C@@H]1OCCCC[C@H](C)Oc2ccc(NC(=O)Nc3ccc(OC)cc3)cc2C(=O)N([C@H](C)CO)C[C@@H]1C | 5 | 2 | -16 | 23 | -2[16.7 µM] | -2 | 0
12 | CC(=O)Nc1ccc(Nc2cc(C)nc3c(-c4ccccc4)cnn23)cc1 | x | x | -82 | -20 | 8 | -8 | -8
13 | C[N+]1(CCOc2ccc([N+](=O)[O-])cc2)CCOCC1 | x | x | 1 | x | 2 | 2 | 0
14 | Cc1ccc(-n2ncc3c2CCCC3NC(=O)c2csnn2)cc1C (stereo not drawn) | -1 | 0 | 9 | 6 | 2 | -6 | -1
15 | COc1ccc(OCC(=O)Nc2nonc2NC(=O)COc2ccc(OC)cc2)cc1 | 0 | -6 | 0 | 8 | -8 | -2 | -2
16 | COC(=O)C1CCN(C(=O)COC(=O)c2ccc(N3CCCC3=O)cc2)CC1 | -19 | -5 | -2 | 0 | x | x | -4
17 | COC(=O)c1cc(S(=O)(=O)NCC(C)c2ccccc2)cn1C (stereo not drawn) | 1 | -2 | -1 | 2 | 45 | -1 | -1
18 | C[C@@H]1CN([C@H](C)CO)C(=O)Cc2cc(NS(=O)(=O)c3cccs3)ccc2O[C@H]1CN(C)Cc1ccc(C(=O)O)cc1 | -4 | -6 | 4 | -8 | -2[16.7 µM] | -15 | -2
19 | C[C@H]1CN([C@@H](C)CO)C(=O)c2cc(NC(=O)CCN3CCOCC3)ccc2O[C@H]1CN(C)Cc1ccc(Oc2ccccc2)cc1 | -1 | -3 | -4 | 41 | -5[16.7 µM] | -2 | -2
20 | Cc1ccc(C(=O)OC(C)C(=O)NC2CCCCC2)cc1S(=O)(=O)N1CCCCC1 (stereo not drawn) | 2 | 1 | 3 | -2 | 11 | -36 | -1
21 | COCC(=O)N1C[C@H](C)[C@H](OC)CN(C)C(=O)c2cc(NC(=O)c3ccccc3)ccc2OC[C@@H]1C | x | 0 | -12 | 5 | x | 12 | -2
22 | COc1ccc(CN2CCNC(=O)C2CC(=O)NCCc2nc(C)c3c(n2)CCC3)cc1C (stereo not drawn) | 0 | 4 | 3 | 2 | -6 | 3 | 0
23 | CC1CCCCN1C(=O)Nc1ccccc1Cl (stereo not drawn) | -1 | -4 | x | x | -3 | -12 | 2
24 | COCC(=O)Nc1ccc2c(c1)C(=O)N(C)C[C@@H](OC)[C@H](C)CN[C@H](C)CO2 | x | x | 4 | -4 | 4[16.7 µM] | -5 | -2

Reprinted at random: 4 entries already listed
no. | Compound | SIRT5 block | ERp5 block | esBAF inh | C2C12 statin | miR-122 sensor | ARNT-TACC3 inh | Cneo AK release
24 | COCC(=O)Nc1ccc2c(c1)C(=O)N(C)C[C@@H](OC)[C@H](C)CN[C@H](C)CO2 | x | x | 4 | -4 | 4[16.7 µM] | -5 | -2
17 | COC(=O)c1cc(S(=O)(=O)NCC(C)c2ccccc2)cn1C (stereo not drawn) | 1 | -2 | -1 | 2 | 45 | -1 | -1
22 | COc1ccc(CN2CCNC(=O)C2CC(=O)NCCc2nc(C)c3c(n2)CCC3)cc1C (stereo not drawn) | 0 | 4 | 3 | 2 | -6 | 3 | 0
18 | C[C@@H]1CN([C@H](C)CO)C(=O)Cc2cc(NS(=O)(=O)c3cccs3)ccc2O[C@H]1CN(C)Cc1ccc(C(=O)O)cc1 | -4 | -6 | 4 | -8 | -2[16.7 µM] | -15 | -2

Later entries.
no. | Compound | SIRT5 block | ERp5 block | esBAF inh | C2C12 statin | miR-122 sensor | ARNT-TACC3 inh | Cneo AK release
25 | COc1ccc(-n2nnnc2SCC(=O)NCCc2ccc(OC)c(OC)c2)cc1 | x | x | 0 | 5 | -4 | 5 | 0
26 | COc1cccc(/C=N\NC(=O)Cn2nnc3ccccc32)c1O | -1 | -8 | x | x | 0 | x | x
27 | C[C@@H]1CN([C@H](C)CO)S(=O)(=O)c2ccc(C#CC3CC3)cc2O[C@H]1CN(C)C(=O)CN(C)C | -1 | -3 | 1 | 9 | -8[16.7 µM] | 4 | 0
28 | COc1cc(/C=C/C(=O)OCC(=O)N2CCN(S(=O)(=O)c3ccc(C)cc3C)CC2)ccc1OC(F)F | -4 | 0 | 3 | 9 | -5 | 1 | -1
29 | O=C(OCc1cc(=O)oc2cc(O)ccc12)c1cc(S(=O)(=O)N2CCOCC2)ccc1F | -7 | 0 | 3 | -8 | x | 3 | 6
30 | O=C(C[n+]1ccccc1)Nc1ccc(Cl)c([N+](=O)[O-])c1 | -2 | 1 | -1 | 0 | -4 | 9 | -2
31 | O=C(NCC[C@@H]1CC[C@@H](NC(=O)C2CCCC2)[C@H](CO)O1)c1cnccn1 | -1 | 0 | -4 | -4 | 1[16.7 µM] | -11 | 4
32 | C/C(CCC1CC(C)OC1=O)=N\NC(N)=S (stereo not drawn) | -3 | 9 | 2 | 10 | -16 | -3 | -1
33 | CC(C)CC#Cc1ccc2c(c1)O[C@@H](CN(C)C(=O)Cc1cccnc1)[C@@H](C)CN([C@@H](C)CO)S2(=O)=O | 2 | 0 | -1 | 6 | x | 0 | -4
34 | Cc1cc(NC(=O)C(C)SCC(=O)Nc2cccc(S(=O)(=O)N3CCCCCC3)c2)no1 (stereo not drawn) | 6 | 1 | 12 | 13 | 6 | 1 | 0
35 | C[C@H]1CN([C@@H](C)CO)C(=O)c2cc(Br)cnc2O[C@H]1CN(C)C(=O)C1CCCCC1 | -4 | 5 | 1 | 7 | 39[16.7 µM] | -10 | 2
36 | CCOc1ccccc1NC(=O)C1CCCN1C(=O)c1cccs1 (stereo not drawn) | 6 | -3 | -2 | 6 | -2 | x | 0
37 | COc1ccc(S(=O)(=O)NC2CCCC2)c(Cl)c1Cl | x | x | -1 | 30 | 49 | -12 | -1
38 | Cc1ccc(SCCN2CCC(C(C)(C)C)CCC2=O)cc1 (stereo not drawn) | 0 | 3 | 25 | 7 | -1 | 21 | -4
39 | O=C(OCc1cnc(Cl)s1)c1ccc(Cl)cc1 | x | x | -3 | -10 | -10 | -11 | 4
40 | C[C@H](CO)N1C[C@H](C)[C@H](CN(C)S(=O)(=O)c2cccs2)OCc2cn(nn2)CCCC1=O | 1 | 0 | -8 | -14 | 15[16.7 µM] | -1 | 0
41 | C[C@H](CO)N1C[C@H](C)[C@H](CN(C)S(=O)(=O)c2cccc(F)c2)Oc2ncc(C#CC3(O)CCCC3)cc2C1=O | 3 | 0 | 5 | x | 1[16.7 µM] | -5 | 6
42 | CCOC(=O)C1CCCN(C(=O)CSc2ccc(NC(C)=O)cc2)C1 (stereo not drawn) | 0 | -3 | -2 | 7 | -2 | 0 | -1
43 | CCc1c(C)nc(N)n2c(SCC(=O)Nc3ccccc3OC)nnc12 | -4 | 2 | -3 | 5 | 4 | -2 | x
44 | Cc1ccc([C@H]2C(C(=O)O)=C[C@@H](C(C)(C)C)N2S(=O)(=O)c2ccc(C)cc2)cc1 | 1 | 5 | 4 | 16 | 1 | -7 | 1
45 | COc1ccc(S(=O)(=O)N(CC(=O)O)c2ccccc2)cc1 | 2 | -2 | -3 | 8 | x | 36 | 5
46 | COc1ccccc1N(CC(=O)Nc1cccnc1)S(=O)(=O)c1ccccc1 | -2 | 3 | -8 | 15 | 7 | -8 | -10
47 | CN(C)C(=O)[C@@H]1[C@@H](CO)[C@@H]2Cn3c(ccc(-c4ccccc4F)c3=O)[C@H]1N2C(=O)c1ccncc1 | 1 | 3 | -2 | -11 | -7[16.7 µM] | -5 | 0
48 | CCCN1CCN(CCCNC(=O)Cn2nc(-c3ccc(C)cc3)ccc2=O)CC1 | x | x | -2 | 1 | x | 1 | 0
49 | CC(=O)c1c(C)[nH]c(C(=O)COC(=O)C2(C)CC2(Cl)Cl)c1C (stereo not drawn) | 2 | 2 | 3 | -3 | -3 | -1 | -1
50 | CNC[C@H]1Oc2cc(C#Cc3ccncc3)ccc2S(=O)(=O)N([C@H](C)CO)C[C@H]1C | -4 | 2 | 11 | -18 | x | 10 | -1
51 | CCOc1ccc(N2C(=O)CC(SCC(=O)O)C2=O)cc1 (stereo not drawn) | -2 | 3 | x | x | 16 | -4 | x
52 | CCOc1cccc(OCCNC2CCCC2)c1 | 0 | 2 | x | x | x | -1 | x
53 | Cc1c(CC(=O)NCC(=O)NCC(=O)O)c(=O)oc2cc3c(cc12)CCC(C)(C)O3 | -41 | 3 | -9 | -2 | 0 | -9 | -4
54 | COc1cc(/C=C2\C(=O)N(c3cccc(C(=O)O)c3)N=C2C)ccc1OCc1ccccc1 | x | 2 | 52* | -3 | 4 | x | 0
55 | C[N+]1(C)CC2([N+](=O)[O-])CC=C(Oc3ccccc3)C([N+](=O)[O-])(C2)C1 (stereo not drawn) | x | x | x | x | -10 | -2 | -1
56 | O=S(=O)(NCC1CCN(c2ccc(S(=O)(=O)N3CCOCC3)cc2)CC1)c1ccccc1 | 1 | 2 | 4 | 3 | x | -2 | 3
57 | C[C@H](CO)N1C[C@H](C)[C@H](CN(C)S(=O)(=O)c2ccc(Cl)cc2)Oc2ccc(NC(=O)CCN3CCOCC3)cc2CC1=O | 2 | 0 | 4 | -5 | 4[16.7 µM] | -7 | -2
58 | CCOc1cccc(/C=N/NC(=S)Nc2cc(S(=O)(=O)N3CCOCC3)ccc2N2CCOCC2)c1O | -1 | 0 | x | x | x | 12 | x
59 | c1ccc(-c2noc(-c3ccc4ccccc4c3)n2)cc1 | x | x | -64 | -19 | 3 | 1 | -18
60 | CCCCSc1nc(N)nc2c1ncn2C1OC(CO)C(O)C1O (stereo not drawn) | x | 12 | 9 | 5 | -1 | x | 0
61 | CCC(=O)Nc1ccc(NC(=O)c2ccccn2)cn1 | x | x | -26 | -8 | -5 | 3 | -3
62 | C[C@@H]1CCCCO[C@H](CN(C)C)[C@@H](C)CN([C@H](C)CO)C(=O)c2cc(NC(=O)Nc3ccccc3)ccc2O1 | x | x | -4 | -8 | 2[16.7 µM] | x | x
63 | COc1ccccc1S(=O)(=O)N[C@H]1C=C[C@H](CC(=O)N2CCN(C)CC2)O[C@H]1CO | 2 | 0 | -5 | 8 | x | -3 | 1
64 | Cc1cccn2c(=O)c3cc(C(=O)NCc4ccc(F)cc4)c(=N)n(CCCN4CCOCC4)c3nc12 | -11 | u | x | x | x | -1 | x
65 | COC(=O)c1ccc(Oc2nc(C(N)=O)cc(-c3ccccc3)n2)cc1 | x | x | 14 | x | -4 | -1 | 1
66 | Cc1cccc(OCC(=O)OCC(=O)NCC2CCCO2)c1C (stereo not drawn) | 3 | -2 | 1 | -1 | 3 | 3 | 1
